Source: PubChem BioAssay
Pol beta inh: DNA polymerase beta (human) inhibition; Pol beta primer extension/strand displacement, fluorescence kinetic; Potency, µM (top dose mostly 114 µM), inactives show top-dose activity change, negative = inhibition, actives largely listed as inhibitors; actives 1.3% (n = 340,000); also: % is scaled to controls: 0 for no effect and ±100 for the full control effect
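Curves were derived by four-parameter Hill fits of normalized qHTS data. The kinetic fluorescent primer-extension read was taken at 0 and 10 min after 50 nM substrate, following a 15 min room-temperature preincubation of 10 nM enzyme with compounds.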
BAZ2B inh: inhibitors of human BAZ2B bromodomain; Q9UIF8; AlphaScreen BAZ2B-H3K14Ac peptide displacement; Potency, µM (top dose mostly 114 µM), for the others: top-dose activity change, negative = inhibition, usual class: inhibitors; actives 4.4% (n = 360,000); AID 504333; also: % is scaled to controls: 0 for no effect and ±100 for the full control effect; nearly all actives have a fitted effect of over 60% in size
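AlphaScreen luminescence quantifies BAZ2B engagement of H3K14Ac peptide; the protein and biotinylated peptide are both at 50 nM final, buffer PBS pH 7.4 with 0.01% Tween-20, all steps at room temperature.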
G9a block: G9a (human) methyltransferase inhibition. actives 8.8% (n = 350,000). G9a H3K9 monomethylation, AlphaScreen, 2 h. Potency, µM (top dose mostly 102 µM), without a hit: top-dose activity, negative = inhibition, hits mostly inhibitors; also: % is scaled to controls: 0 for no effect and ±100 for the full control effect; nearly all actives have a fitted effect of over 75% in size
Target sequence (Q96KQ7 913-1193 limits assumed): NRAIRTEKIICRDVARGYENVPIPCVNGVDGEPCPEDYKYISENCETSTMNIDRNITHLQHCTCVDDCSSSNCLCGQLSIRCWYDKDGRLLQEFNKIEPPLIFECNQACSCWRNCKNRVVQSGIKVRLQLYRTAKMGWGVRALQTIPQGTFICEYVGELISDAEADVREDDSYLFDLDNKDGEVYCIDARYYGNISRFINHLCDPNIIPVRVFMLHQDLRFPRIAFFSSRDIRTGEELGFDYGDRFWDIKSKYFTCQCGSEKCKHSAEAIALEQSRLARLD
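Using a bead-based AlphaScreen, monomethylated H3K9 product from 2 h room-temperature reactions (G9a 20 nM, peptide 500 nM, SAM 20 uM) was detected with 0.5 ug/mL rabbit anti-H3K9me1 antibody.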
POLI inh: DNA polymerase iota (human) inhibition. Q9UNA4. Pol iota fluorescent replication assay, 10 min. Potency, µM (top dose mostly 115 µM), for inactives: top-dose activity, negative = inhibition, most hits filed as inhibitors. actives 1% (n = 390,000). AID 588590
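Pol iota at 10 nM preincubated 15 min with compounds at room temperature; reaction started with fluorescent substrate, 50 nM final. Fluorescence read kinetically at 0 and 10 min; buffer-only wells as negative control.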
JMJD2A Tudor inh: blocks the human JMJD2A Tudor domain | AID 504339 | actives 4.4% (n = 390,000) | Potency, µM (top dose mostly 114 µM), for the others: at the highest dose activity change, negative = inhibition, most hits filed as inhibitors | AlphaScreen JMJD2A-Tudor / H3K4me3 peptide binding | O75164; also: % is scaled to controls: 0 for no effect and ±100 for the full control effect; nearly all actives have a fitted effect of over 50% in size
BLM inh: blocks DNA unwinding by human BLM helicase | AID 2528 | P54132 | Potency, µM (series often up to 56.1 µM), without a hit: at the highest dose activity change, negative = inhibition, actives largely listed as inhibitors | recombinant BLM DNA unwinding, fluorescence dequenching | actives 0.2% (n = 350,000);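 also: plate controls were vehicle for no effect and no enzyme for full effect; nearly all actives have a fitted effect of over 35% in size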
POLH inh: DNA polymerase eta (human) inhibition. recombinant Pol eta, fluorescent DNA replication assay. AID 588591. actives 1.2% (n = 390,000). Potency, µM (series often up to 114 µM), for the others: at the highest dose activity change, negative = inhibition, usual class: inhibitors. Q9Y253; also: % is scaled to controls: 0 for no effect and ±100 for the full control effect
Target sequence (Q9Y253 whole entry, looked up): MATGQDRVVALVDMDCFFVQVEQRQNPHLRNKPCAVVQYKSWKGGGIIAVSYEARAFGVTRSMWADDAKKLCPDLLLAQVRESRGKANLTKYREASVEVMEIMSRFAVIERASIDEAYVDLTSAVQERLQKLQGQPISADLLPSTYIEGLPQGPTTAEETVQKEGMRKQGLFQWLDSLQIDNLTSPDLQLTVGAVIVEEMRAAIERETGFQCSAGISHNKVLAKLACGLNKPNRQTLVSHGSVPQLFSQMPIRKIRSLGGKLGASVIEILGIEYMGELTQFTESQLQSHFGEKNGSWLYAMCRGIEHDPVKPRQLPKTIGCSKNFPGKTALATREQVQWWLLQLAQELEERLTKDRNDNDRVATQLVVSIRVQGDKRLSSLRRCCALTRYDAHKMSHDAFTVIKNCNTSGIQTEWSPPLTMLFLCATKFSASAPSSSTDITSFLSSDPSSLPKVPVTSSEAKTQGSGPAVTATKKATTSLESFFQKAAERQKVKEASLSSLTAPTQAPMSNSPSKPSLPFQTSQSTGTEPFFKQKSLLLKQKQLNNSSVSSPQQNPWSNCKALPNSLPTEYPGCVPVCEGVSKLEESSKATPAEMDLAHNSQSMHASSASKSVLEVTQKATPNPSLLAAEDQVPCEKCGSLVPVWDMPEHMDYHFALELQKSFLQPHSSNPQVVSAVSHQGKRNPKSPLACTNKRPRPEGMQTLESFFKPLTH
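Pol eta (10 nM) was preincubated with compounds for 15 min at room temperature, after which fluorescent replication substrate (50 nM final) was added to start the reaction. Fluorescence was read kinetically at 0 and 10 min.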
APE1 inh: inhibitors of human APE1 endonuclease | P27695 | recombinant APE1, TAMRA/BHQ-2 abasic DNA cleavage fluorescence | Potency, µM (titrated, usually from 65.8 µM), for the others: at the top dose activity change, negative = inhibition, actives largely listed as inhibitors | actives 0.35% (n = 350,000);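 also: plate controls were vehicle for no effect and reference inhibitor for full effect; nearly all actives have a fitted effect of over 55% in size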
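Endonuclease cleavage of a quenched abasic-site DNA duplex (50 nM) by APE1 (0.75 nM) was tracked by TAMRA dequenching. Compounds were preincubated with enzyme 15 min at room temperature; data normalized to buffer-only and DMSO wells plus NSC13755 control.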
POLK inh: blocks human DNA polymerase kappa activity; Q9UBT6; purified Pol kappa, fluorescent DNA synthesis assay, 10 min; Potency, µM (doses to about 107 µM), inactives show at the top dose activity, negative = inhibition, hits mostly inhibitors; actives 0.53% (n = 400,000); AID 588579; also: % is scaled to controls: 0 for no effect and ±100 for the full control effect
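Activity was followed as the change in fluorescence between reads at 0 and 10 min after starting the reaction with 50 nM substrate. Beforehand, 10 nM polymerase had been preincubated with compound for 15 min at room temperature.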
* marks the source's active call; other numbers are inactive results; ? = inconclusive; · = not tested or not shown; [ ] = remark or other dose. Calls follow the shape of the dose curve; as a rule, active = well fitted curve in the direction sought with a large enough effect; inconclusive = small, poorly fitted or top-dose-only effect, or another doubt; inactive = no such curve, though single readings can be large; an effect the other way counts as inactive or inconclusive. Potency is read from the fitted curve at half-maximal effect. An excerpt, so the mix of outcomes need not match the whole.

A first look, 4 compounds:
#	molecule	Pol beta inh	BAZ2B inh	G9a block	POLI inh	JMJD2A Tudor inh
1	Cc1ccc(NC(=O)CN2CCc3cc4c(cc3C2)OCCCO4)cc1C	-14%	-32%	-9%	-23%	-6%
2	COc1ccc(S(=O)(=O)N2CCOC2CNC(=O)C(=O)NCc2ccc3c(c2)OCO3)cc1 (stereo unspecified)	·	·	·	18%	-3%
3	CCN1CCc2nc3sc(C(=O)c4ccccc4)c(N)c3cc2C1	10%	-33%[57.1 µM]	11µM*	69%[activator]	?
4	NC(=O)CC[C@H](NC(=O)c1ccc(F)cc1)C(=O)OCC(=O)Nc1ccc(N2CCOCC2)cc1	35%	-20%	?	-3%	-20%

#	BLM inh	POLH inh	APE1 inh	POLK inh
1	-2%	-17%	16%	-3%
2	·	-11%	·	-19%
3	-12%	4%	·	-16%
4	2%	-15%	-2%	-1%

All compounds of this part (from the top)
#	molecule	Pol beta inh	BAZ2B inh	G9a block	POLI inh	JMJD2A Tudor inh
1	Cc1ccc(NC(=O)CN2CCc3cc4c(cc3C2)OCCCO4)cc1C	-14%	-32%	-9%	-23%	-6%
2	COc1ccc(S(=O)(=O)N2CCOC2CNC(=O)C(=O)NCc2ccc3c(c2)OCO3)cc1 (stereo unspecified)	·	·	·	18%	-3%
3	CCN1CCc2nc3sc(C(=O)c4ccccc4)c(N)c3cc2C1	10%	-33%[57.1 µM]	11µM*	69%[activator]	?
4	NC(=O)CC[C@H](NC(=O)c1ccc(F)cc1)C(=O)OCC(=O)Nc1ccc(N2CCOCC2)cc1	35%	-20%	?	-3%	-20%
5	CCNC(=O)c1c(NC(=O)c2nc(S(=O)(=O)CC)ncc2Cl)sc2c1CCCC2	-3%	-17%	1%[59 µM]	?	-14%
6	Cc1c(CNC2CCCC(C)C2C)c(C(=O)O)c(C)n1Cc1ccccc1 (stereo unspecified)	27%	-7%	-6%[59 µM]	6%	-22%[57.1 µM]
7	Cc1ccc(S(=O)(=O)N2CCC(C(=O)OCCOc3cccc(C)c3)CC2)cc1	·	18%	6%[12.7 µM]	42%[activator]	27%
8	Cc1c(-c2ccc(Cl)cc2)c(=O)oc2c(CN3CCCC3)c(O)ccc12	18%	1%	35%[59 µM]	9%	25%
9	O=C(COc1cc2oc(=O)c3c(c2cc1Cl)CCC3)NCc1ccncc1	10%	-26%	2%	48%[activator]	-9%
10	CCCOc1ccc(/C(O)=C2/C(=O)C(=O)N(CCN(C)C)C2c2ccc(O)c(OC)c2)cc1 (stereo unspecified)	2%	9%	45µM*	1%	-29%

#	BLM inh	POLH inh	APE1 inh	POLK inh
1	-2%	-17%	16%	-3%
2	·	-11%	·	-19%
3	-12%	4%	·	-16%
4	2%	-15%	-2%	-1%
5	-8%	-12%	·	-2%
6	2%	-6%	3%	-5%
7	·	-20%	-23%	-6%
8	1%	-4%	·	-4%[60.1 µM]
9	-1%	-10%	16%	24%
10	-1%	0%	4%	-18%

More compounds
#	molecule	Pol beta inh	BAZ2B inh	G9a block	POLI inh	JMJD2A Tudor inh
11	O=C(CNC(=O)c1ccc(S(=O)(=O)N2CCCC2)cc1)N/N=C/c1ccccc1	-22%	-4%	-3%[59 µM]	150%[activator]	9%
12	CC1(C)CC2CC(C)(CN2C(=O)COC(=O)c2ccc(O)cc2O)C1 (stereo unspecified)	·	·	·	?	-17%
13	O=C(Nc1ccnn1C1CCN(Cc2ccc(OC(F)F)cc2)CC1)C1CCCC1	?	-38%	4%	63%[activator]	-16%
14	COc1ccc(CN2C(=O)NC3(CCCCCC3)C2=O)cc1F	-2%	1%	3%	-12%	-28%[11.4 µM]
15	Cc1cccc(-n2c(C)cc(C(=O)NC3CCCCC3)c2C)c1	0%	?	-38%[59 µM]	9%	?
16	Cc1nnc(NCc2ccco2)c2ccccc12	7%	9%	-7%	9%	-9%
17	CC(C(=O)NC1CCCC1)N(C(=O)c1ccc(-c2ccccc2)[nH]1)c1ccccc1F (stereo unspecified)	38%	?	-1%[59 µM]	-3%	22µM*
18	O=C(NCc1ccon1)c1ccc(OC2CCN(CCc3ccccc3)CC2)cc1	-7%	-16%	11%	42%[activator]	-9%
19	O=c1c2cc(N3CCOCC3)ccc2[nH]c(=S)n1Cc1ccccc1Cl	-4%	-11%	42%[59 µM]	34%[activator]	-1%
20	O=[n+]1c2c(n([O-])c3cc(Br)ccc31)CCC2	?	?	-31%[59 µM]	?	-12%

#	BLM inh	POLH inh	APE1 inh	POLK inh
11	-2%	-17%	-1%	-8%
12	·	?	11µM*	-41%
13	-5%	-8%	-22%	6%
14	1%	-16%	2%	-7%
15	-12%	-11%	7%	-12%
16	-1%	8%	-1%	-15%
17	-7%	-6%	-2%	-12%
18	-3%	-18%	-2%	0%
19	-10%	-15%	7%	12%
20	-9%	?	5%	?

Additional records follow:
#	molecule	Pol beta inh	BAZ2B inh	G9a block	POLI inh	JMJD2A Tudor inh
21	CC(C)c1ccc(NC(=O)COC(=O)C2CCCCC2)cc1	·	33%	68%[activator][59 µM]	11%	34%
22	COc1ccc(CCNC(=O)c2cccc(S(=O)(=O)N3CCCC3)c2)cc1	·	20%	-16%	25%	1%
23	O=C(N/N=C/C1CC2CCC1C2)c1ccc2c(c1)OCO2 (stereo unspecified)	2%	0%	16%[59 µM]	30%	-13%
24	O=C(CNC(=O)c1ccccc1Cl)NCCc1cccs1	·	·	·	73%[activator]	-14%
25	CC(C)(C)c1nc(S(=O)(=O)c2ccc(Cl)cc2)c(N2CCOCC2)o1	-3%	5%	?	24%	?
26	CSc1nc(=NC(C)=O)ss1	-8%	?	?	12%	32µM*
27	COc1ccccc1C(C)NC(=O)Cc1ccsc1 (stereo unspecified)	-16%	4%	31%	39%[activator]	-1%
28	COc1ccc2cc(CN(Cc3cccs3)Cc3nnnn3Cc3ccccc3)c(=O)[nH]c2c1	2%	-2%	2%[59 µM]	15%	-35%
29	COc1cccc(-c2nnc(SCc3nc4ccccc4[nH]3)n2N)c1	?	2%	-46%[59 µM]	116%[activator]	-12%
30	Cn1c(N)c(C(=O)COC(=O)/C=C/c2ccccc2Cl)c(=O)n(C)c1=O	·	11%	-1%[2.33 µM]	75%[activator]	2%

#	BLM inh	POLH inh	APE1 inh	POLK inh
21	·	?	-16%	-8%
22	·	-17%	2%	-18%
23	-1%	-4%	-5%	-14%
24	·	3%	-4%	-20%
25	-2%	7%	-7%	-4%
26	3%	9%	-3%	-10%
27	2%	1%	12%	-4%
28	1%	-4%	-9%	-16%
29	-7%	0%	3%	-12%
30	·	?	-13%	-12%

New compounds follow.
#	molecule	Pol beta inh	BAZ2B inh	G9a block	POLI inh	JMJD2A Tudor inh
31	CCNC(=O)NC(=O)C(C)N1C(=O)NC(c2ccccc2)(c2ccccc2)C1=O (stereo unspecified)	7%	-11%	12%[59 µM]	29%	-14%
32	COC(=O)c1cn(-c2ccccc2)nc1-c1cccnc1	27%	10%	-8%	-6%	-7%
33	CSc1ccccc1NC(=O)c1ccc2c(c1)CCN2S(C)(=O)=O	30%	8%	52%[activator]	16%	-10%
34	CCOCCCNC(c1ccccc1)c1ccncc1 (stereo unspecified)	15%	-9%	-12%[59 µM]	16%	8%
35	C/C(=N\Nc1nc(-c2ccc(C)cc2C)cs1)c1cc2ccccc2oc1=O	22µM*	5%	?	1%	-26%
36	COc1cc(OC)c(OC)cc1/C=C1\CC(C)C/C(=C\c2cc(OC)c(OC)cc2OC)C1=O (stereo unspecified)	-1%	11µM*	32µM*	-19%	20µM*
37	O=C(CSc1nc(=O)n2cc(Cl)ccc2n1)NCCc1ccccc1	·	-38%	5%[0.501 µM]	?	-16%
38	Cc1ccc(CNC(=O)CNS(=O)(=O)c2cccs2)cc1	1%	-1%	11%[59 µM]	-1%	-2%
39	Clc1cc(/C=N\NC2=NCCN2)cc(Cl)n1	·	·	·	20%	-18%
40	O=C(CS(=O)(=O)Cc1ccccc1)Nc1ccc(Cl)cn1	20%	11%	22%[59 µM]	10%	-12%

#	BLM inh	POLH inh	APE1 inh	POLK inh
31	-2%	-21%	33%[12.4 µM]	-4%
32	1%	6%	-4%	-6%
33	-1%	-17%	-3%	-26%
34	-4%	-13%	22%	3%
35	-6%	-9%	-1%	-7%
36	-14%	-28%	-16%	-19%[60.1 µM]
37	·	25µM*	1%	-36%
38	2%	-6%	·	-11%[60.1 µM]
39	·	-4%	·	-9%
40	-2%	-2%	3%	-4%

The list continues:
#	molecule	Pol beta inh	BAZ2B inh	G9a block	POLI inh	JMJD2A Tudor inh
41	CCOc1ccc(CNc2nnnn2C)cc1	8%	-2%	-4%	12%	-18%
42	Cc1oc(-c2cccc(Cl)c2)nc1CN1CCCC(C(=O)NCc2ccco2)C1 (stereo unspecified)	10%	?	22%[59 µM]	32%[activator]	-27%
43	Clc1ccc(CSc2nc3ncccc3[nH]2)cc1	?	-1%	-12%[59 µM]	25%	-8%
44	CCc1ccc(C(=O)Nc2cc(C)ccc2F)s1	0%	-10%	-45%	7%	11%
45	CCCN1C2CCCC1CC(NC(=O)c1ccc(Br)cc1)C2 (stereo unspecified)	42%	-3%	·	117%[activator]	-17%
46	COc1ccc(CCNC(=O)CSc2nc3ccccc3c3nc(CCN4CCCCC4)nn23)cc1OC	1%	?	28%[59 µM]	157%[activator]	-6%
47	Cc1ccc(NC(=O)Cc2ccc(NC(=O)N3CCCCc4ccccc43)cc2)cc1	?	-20%	-7%[59 µM]	12%	-23%
48	CCOC(=O)c1c(S(=O)(=O)NCCc2ccco2)c(C)n(C)c1C	17%	-38%	-9%	24%	-15%

#	BLM inh	POLH inh	APE1 inh	POLK inh
41	-6%	-6%	20%	-8%
42	1%	-2%	-6%	-1%
43	-2%	-9%	·	1%
44	1%	-3%	8%	11%
45	2%	-12%	-15%	-10%
46	8%	-10%	4%	-15%
47	-6%	-26%	·	-3%
48	0%	-3%	34%	0%
